Screening data: PubChem, several laboratories
hcDAF-12 act = activators of H. contortus DAF-12 nuclear receptor. HEK293 hcDAF-12 lit1-tk-luc reporter, luminescence; 0% DMSO, 100% Δ7-dafachronic acid. activation, % at 6.8 µM. 1.4% of 370,000 active;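 active = activation above the mean of all tested compounds plus 3 SD, cut at about 5.5% in these data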;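 also: 100% = response to 3 µM Δ7-dafachronic acid high control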
GC-A act = GC-A (human) enzyme activation; HEK293 GC-A cells, cGMP TR-FRET, EC30 ANP; 0% at EC30 ANP, 100% saturating ANP; activation, % at 10 µM; 0.14% of 370,000 active; in the data active = activation above about 40%
Target sequence (P16066 whole entry, looked up): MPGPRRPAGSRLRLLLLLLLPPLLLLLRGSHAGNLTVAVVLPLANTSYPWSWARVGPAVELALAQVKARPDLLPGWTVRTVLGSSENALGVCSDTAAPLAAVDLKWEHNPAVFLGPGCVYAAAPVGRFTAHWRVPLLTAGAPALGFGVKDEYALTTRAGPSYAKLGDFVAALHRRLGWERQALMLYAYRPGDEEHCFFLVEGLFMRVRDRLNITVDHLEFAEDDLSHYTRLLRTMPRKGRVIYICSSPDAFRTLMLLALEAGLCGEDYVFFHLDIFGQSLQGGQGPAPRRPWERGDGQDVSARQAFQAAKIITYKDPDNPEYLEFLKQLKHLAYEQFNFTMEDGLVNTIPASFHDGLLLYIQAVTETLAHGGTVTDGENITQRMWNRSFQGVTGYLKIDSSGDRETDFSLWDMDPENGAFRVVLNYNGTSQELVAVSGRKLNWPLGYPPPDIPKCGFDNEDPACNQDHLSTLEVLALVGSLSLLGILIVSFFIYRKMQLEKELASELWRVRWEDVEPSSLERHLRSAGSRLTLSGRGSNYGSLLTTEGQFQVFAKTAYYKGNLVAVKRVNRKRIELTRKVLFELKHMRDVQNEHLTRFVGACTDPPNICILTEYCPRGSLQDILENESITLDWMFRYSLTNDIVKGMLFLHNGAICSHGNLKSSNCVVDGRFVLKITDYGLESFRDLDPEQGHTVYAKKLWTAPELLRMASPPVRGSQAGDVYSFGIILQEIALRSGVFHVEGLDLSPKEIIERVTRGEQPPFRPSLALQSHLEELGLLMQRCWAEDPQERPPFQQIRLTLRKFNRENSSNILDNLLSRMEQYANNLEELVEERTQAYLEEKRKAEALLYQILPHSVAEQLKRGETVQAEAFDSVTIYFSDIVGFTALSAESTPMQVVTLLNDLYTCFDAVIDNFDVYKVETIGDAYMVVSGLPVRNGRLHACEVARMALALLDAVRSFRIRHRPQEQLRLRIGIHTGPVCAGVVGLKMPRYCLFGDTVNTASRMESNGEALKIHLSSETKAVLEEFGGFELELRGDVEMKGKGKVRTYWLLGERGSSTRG
HGIII-sPLA2 inh = Inhibits HGIII-sPLA2 liposome hydrolysis, primary screen | Q9NZ20 | QFRET BODIPY PC-A2 liposome hydrolysis, fluorescence | inhibition, % at 12.2 µM | 0.56% of 370,000 active | AID 743126;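 active = inhibition above mean plus 3 SD of compounds lying within the high and low control bounds, cut at about 19% in these data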;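 also: 0% = median of test compound wells and 100% = no enzyme DMSO wells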
NPR2 activator = GC-B (human) receptor activation. P20594. HEK293-GC-B cells, CNP EC30, cGMP TR-FRET; 0% at EC30 CNP, 100% saturating CNP. activation, % at 10 µM. 0.11% of 370,000 active. AID 1920062;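 active = activation at 10 µM reaching about 35% in either raw or pattern-adjusted values, limit read from the data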
DAX1 inh-1 = inhibitors of human orphan nuclear receptor DAX1 (NR0B1); inhibition, % at 6.75 µM; HEK293 Gal4-DAX1 luciferase reporter, luminescence; AID 504766; 0.99% of 340,000 active;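 active = inhibition above the mean over all tested compounds plus 3 SD, cut at about 4.2% in these data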;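 also: 0% = DAX1-transfected cells with DMSO and 100% = empty-vector control cells with DMSO; inhibition shows as a rise in luminescence from relieved DAX1 repression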
SMARCA2 act = SMARCA2 function activation, primary screen | AID 652017 | MG213 cells, MMTV-luciferase reporter, dexamethasone, overnight | activation, % at 9.1 µM | 1% of 370,000 active; in the data active = activation above about 7.8%;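 also: 0% = vehicle wells and 100% = reference activator wells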
ssDAF12 agonist = activators of S. stercoralis DAF-12 nuclear receptor | activation, % at 6.8 µM | HEK293 ssDAF-12/GRIP1 lit1-tk-luc reporter, luminescence; % of 3 µM dafachronic acid response | AID 652126 | 1% of 370,000 active;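 active = activation above the mean over all tested compounds plus 3 SD, cut at about 0.9% in these data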;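 also: 0% = DMSO-only wells and 100% = 3 µM delta7-dafachronic acid wells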
hgDAF12 agonist = agonists of H. glycines DAF-12 nuclear receptor; HEK293 GAL4-hgDAF12 UAS-luciferase reporter, agonist luminescence; normalized to butyrate control; activation, % at 6.8 µM; 1.8% of 370,000 active; AID 687014;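 active = activation above a cutoff set at the mean of all screened compounds plus 3 SD, cut at about 10% in these data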;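 also: 0% = DMSO wells and 100% = sodium butyrate wells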
ADAM10 inh = inhibitors of human ADAM10 | recombinant ADAM10, EDANS/DABCYL FRET peptide cleavage, 3 h | O14672 | 0.62% of 370,000 active | AID 720582 | inhibition, % at 7 µM;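 active = inhibition above a per-campaign cutoff equal to the mean of compounds falling between control-based bounds plus 3 SD, cut at about 20% in these data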;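 also: 0% = DMSO wells while the 100% control is not disclosed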
DAX1 inh-2 = DAX1 (NR0B1) inhibition, primary screen; HEK293T StAR-luciferase reporter, SF-1/DAX-1 repression relief; inhibition, % at 6.8 µM; 1.1% of 370,000 active; AID 652010;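 active = inhibition above the mean over all tested compounds plus 3 SD, cut at about 3.6% in these data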;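 also: 0% = DAX-1 cells with DMSO and 100% = cells lacking DAX-1 with DMSO; higher inhibition means more luminescence from relief of DAX-1 repression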
GAA850 FXN act = increases GAA850 frataxin promoter reporter activity; AID 540364; HEK293 lucGAA850 FXN promoter luciferase reporter, 24 h; percent of 10 µM SAHA response; 0.56% of 360,000 active; activation, % at 6 µM;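 active = activation above the average of all compounds screened plus 3 SD, cutoff fixed separately per campaign, cut at about 7.5% in these data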;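 also: 0% = DMSO wells and 100% = 10 µM SAHA wells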
* = called active by the depositor.

Results for Cc1ccc(-n2ncc(C(=O)NCC3CCN(C4CCCC4)C3)c2C2CCN(C(=O)OC(C)(C)C)CC2)cc1 (stereo not given) ?
hcDAF-12 act: -0.1; GC-A act: 1.3; HGIII-sPLA2 inh: -15.2; NPR2 activator: 3.0; DAX1 inh-1: 0.0; SMARCA2 act: 0.4; ssDAF12 agonist: -1.5; hgDAF12 agonist: 0.6; ADAM10 inh: -2.3; DAX1 inh-2: 1.2; GAA850 FXN act: 4.3

Results for COc1ccc(OCC(=O)OCCNC(=O)c2cccnc2)cc1 ?
hcDAF-12 act: -1.1; GC-A act: -6.2; HGIII-sPLA2 inh: -2.4; NPR2 activator: 0.7; DAX1 inh-1: 0.4; SMARCA2 act: -3.7; ssDAF12 agonist: -0.9; hgDAF12 agonist: -0.8; ADAM10 inh: -3.2; DAX1 inh-2: 0.0; GAA850 FXN act: -0.1

How did COc1ccc2c(c1)C(=O)N(c1ccccc1C)C(=O)C2(C)C do in these assays?
hcDAF-12 act: -2.0; GC-A act: 1.4; HGIII-sPLA2 inh: 1.0; NPR2 activator: -0.9; DAX1 inh-1: -1.5; SMARCA2 act: -1.8; ssDAF12 agonist: -1.2; hgDAF12 agonist: -1.8; ADAM10 inh: -182.7; DAX1 inh-2: -0.6; GAA850 FXN act: 3.1

How did O=C1/C(=C/c2ccccc2)SC(=S)N1C1CCS(=O)(=O)C1 (stereo not given) do in these assays?
hcDAF-12 act: -1.0; GC-A act: 0.5; HGIII-sPLA2 inh: -1.4; NPR2 activator: -3.0; DAX1 inh-1: 2.6; SMARCA2 act: -2.9; ssDAF12 agonist: -0.7; hgDAF12 agonist: 2.2; ADAM10 inh: -6.6; DAX1 inh-2: 0.5; GAA850 FXN act: -1.2

What do the screens show for `Cc1ccc(-n2c(SCC(=O)O)nc3sc4c(c3c2=O)C(C)CCC4)cc1` (stereo not given)?
hcDAF-12 act: 1.2; GC-A act: -0.4; HGIII-sPLA2 inh: 4.4; NPR2 activator: -2.0; DAX1 inh-1: -1.5; SMARCA2 act: -0.9; ssDAF12 agonist: -1.1; hgDAF12 agonist: -1.6; ADAM10 inh: -6.8; DAX1 inh-2: -0.4; GAA850 FXN act: 0.1

How did COc1ccc(N2C(=O)c3ccccc3S2(=O)=O)cc1 do in these assays?
hcDAF-12 act: -2.6; GC-A act: 4.8; HGIII-sPLA2 inh: 0.2; NPR2 activator: 4.7; DAX1 inh-1: 2.2; SMARCA2 act: 0.6; ssDAF12 agonist: -1.7; hgDAF12 agonist: 3.4; ADAM10 inh: -0.7; DAX1 inh-2: -0.6; GAA850 FXN act: 0.4

How did COc1ccccc1N(C)S(=O)(=O)c1ccc(C(=O)NCC2CCCCC2)cc1 do in these assays?
hcDAF-12 act: -2.1; GC-A act: -1.8; HGIII-sPLA2 inh: -14.6; NPR2 activator: 4.9; DAX1 inh-1: -0.7; SMARCA2 act: -1.9; ssDAF12 agonist: -1.6; hgDAF12 agonist: -0.6; ADAM10 inh: 0.6; DAX1 inh-2: -1.1; GAA850 FXN act: -0.9

What do the screens show for `O=C(CSc1ncnc2ccccc12)c1ccc2c(c1)OCCO2`?
hcDAF-12 act: -0.7; GC-A act: 2.9; HGIII-sPLA2 inh: -12.0; NPR2 activator: -0.3; DAX1 inh-1: -2.0; SMARCA2 act: -0.5; ssDAF12 agonist: -1.4; hgDAF12 agonist: 5.0; ADAM10 inh: -12.0; DAX1 inh-2: -0.1; GAA850 FXN act: 0.1

Results for COc1cc2c(cc1NC(=O)CSc1nnc(-c3cccc(Cl)c3)n1-c1ccccc1)oc1ccccc12 ?
hcDAF-12 act: -0.9; GC-A act: 0.8; HGIII-sPLA2 inh: 10.3; NPR2 activator: -1.9; SMARCA2 act: -3.0; ssDAF12 agonist: -2.0; hgDAF12 agonist: -0.2; ADAM10 inh: -12.6; DAX1 inh-2: -0.6

Results for COc1ccc(CC(NC(C)=O)C(=O)NC2CCN(S(=O)(=O)c3ccc(NC(C)=O)cc3)CC2)cc1OC (stereo not given) ?
hcDAF-12 act: -1.9; GC-A act: -4.6; HGIII-sPLA2 inh: -0.1; NPR2 activator: 0.6; SMARCA2 act: -0.2; ssDAF12 agonist: -1.1; hgDAF12 agonist: -2.2; ADAM10 inh: -0.7; DAX1 inh-2: -0.4; GAA850 FXN act: 0.6

What do the screens show for `Cc1cccc(C)c1NC(=O)C(C1CC1)n1c(=O)c(-c2ccccc2)nc2ccccc21` (stereo not given)?
hcDAF-12 act: -2.2; GC-A act: -2.1; HGIII-sPLA2 inh: -2.5; NPR2 activator: 3.3; SMARCA2 act: -3.8; ssDAF12 agonist: -1.6; hgDAF12 agonist: 2.7; ADAM10 inh: -456.8; DAX1 inh-2: -0.4

What do the screens show for `C=CCOC(=O)C1=C(C)NC(=O)NC1c1ccc(Cl)cc1` (stereo not given)?
hcDAF-12 act: -1.4; GC-A act: -10.7; HGIII-sPLA2 inh: -0.8; NPR2 activator: -9.1; DAX1 inh-1: -0.7; SMARCA2 act: -3.6; ssDAF12 agonist: -2.0; hgDAF12 agonist: -1.0; ADAM10 inh: -1.3; DAX1 inh-2: 0.0; GAA850 FXN act: -0.5

What do the screens show for `CN(CC(=O)Nc1ccc(F)cc1)C(=O)COC(=O)CNC(=O)c1ccc(Cl)cc1Cl`?
hcDAF-12 act: -0.2; GC-A act: 2.3; HGIII-sPLA2 inh: -1.1; NPR2 activator: -4.6; DAX1 inh-1: 0.9; SMARCA2 act: 1.8; ssDAF12 agonist: -0.8; hgDAF12 agonist: 3.6; ADAM10 inh: -1.1; DAX1 inh-2: 0.0; GAA850 FXN act: 0.4

How did Cc1cccc(-c2cnc(C(O)Cc3ccccc3)[nH]2)c1 (stereo not given) do in these assays?
hcDAF-12 act: -0.3; GC-A act: -1.8; HGIII-sPLA2 inh: -0.6; NPR2 activator: -2.5; SMARCA2 act: 2.2; ssDAF12 agonist: -1.2; hgDAF12 agonist: 5.9; ADAM10 inh: -10.2; DAX1 inh-2: 1.5; GAA850 FXN act: 1.6

What do the screens show for `C[C@@H]1CN([C@H](C)CO)C(=O)c2cc(C#CC3CC3)cnc2O[C@H]1CN(C)S(C)(=O)=O`?
hcDAF-12 act: -0.2; GC-A act: 0.1; HGIII-sPLA2 inh: -5.7; NPR2 activator: 2.6; DAX1 inh-1: 2.1; SMARCA2 act: -3.3; ssDAF12 agonist: -1.4; hgDAF12 agonist: -0.2; ADAM10 inh: -3.2; DAX1 inh-2: 1.3; GAA850 FXN act: -0.1

How did O=[N+]([O-])c1cc(S(=O)(=O)Nc2ccccc2)ccc1NCc1cccnc1 do in these assays?
hcDAF-12 act: -2.4; GC-A act: -8.2; HGIII-sPLA2 inh: -12.8; NPR2 activator: -3.9; DAX1 inh-1: -1.6; SMARCA2 act: -0.7; ssDAF12 agonist: -2.1; hgDAF12 agonist: -1.1; ADAM10 inh: 3.6; DAX1 inh-2: -0.5; GAA850 FXN act: 1.2

Results for CCC(C)NC(=O)CCCCCn1c(=O)[nH]c2cc(OC)c(OC)cc2c1=O (stereo not given) ?
hcDAF-12 act: -0.6; GC-A act: -0.1; HGIII-sPLA2 inh: 4.8; NPR2 activator: 2.8; DAX1 inh-1: -0.1; SMARCA2 act: -0.2; ssDAF12 agonist: -1.4; hgDAF12 agonist: 2.8; ADAM10 inh: -31.2; DAX1 inh-2: 0.9; GAA850 FXN act: 0.0

What do the screens show for `C=C1CCN([C@@H](C)C(=O)NCc2ccc(Cl)cc2)S(=O)(=O)c2ccccc21`?
hcDAF-12 act: -1.0; GC-A act: -0.6; HGIII-sPLA2 inh: -7.0; NPR2 activator: -3.0; DAX1 inh-1: -0.2; SMARCA2 act: 0.7; ssDAF12 agonist: -1.1; hgDAF12 agonist: -0.1; ADAM10 inh: -4.0; DAX1 inh-2: -0.1; GAA850 FXN act: 0.1

How did NS(=O)(=O)c1ccc(CNS(=O)(=O)c2cccc3nonc23)cc1 do in these assays?
hcDAF-12 act: 0.3; GC-A act: 4.4; HGIII-sPLA2 inh: 11.5; NPR2 activator: 2.1; SMARCA2 act: -2.9; ssDAF12 agonist: -0.6; hgDAF12 agonist: -1.1; ADAM10 inh: -8.8; DAX1 inh-2: 0.3; GAA850 FXN act: 0.5

What do the screens show for `Cc1ccc(S(=O)(=O)N(C)C[C@@H]2OCc3ccccc3-c3c(n(C)c4ccccc34)C(=O)N([C@H](C)CO)C[C@@H]2C)cc1`?
hcDAF-12 act: -2.7; GC-A act: -5.5; HGIII-sPLA2 inh: -26.9; NPR2 activator: 6.1; DAX1 inh-1: -0.8; SMARCA2 act: -3.8; ssDAF12 agonist: -0.3; hgDAF12 agonist: 2.5; ADAM10 inh: 26.7*; DAX1 inh-2: -0.6; GAA850 FXN act: 12.8*

Results for COC(=O)c1sc(=S)n(-c2ccc(Cl)cc2)c1C ?
hcDAF-12 act: -2.0; GC-A act: 1.8; HGIII-sPLA2 inh: 2.3; NPR2 activator: -1.7; DAX1 inh-1: -0.3; SMARCA2 act: -3.1; ssDAF12 agonist: -1.8; hgDAF12 agonist: 0.3; ADAM10 inh: 7.0; DAX1 inh-2: -0.8; GAA850 FXN act: 1.7

What do the screens show for `COc1cc(-c2ccc3c(=O)c4ccccc4sc3c2)cc(OC)c1OC`?
hcDAF-12 act: 0.9; GC-A act: 2.9; HGIII-sPLA2 inh: 1.3; NPR2 activator: -3.4; DAX1 inh-1: -0.5; SMARCA2 act: 0.6; ssDAF12 agonist: -1.1; hgDAF12 agonist: -0.6; ADAM10 inh: -7.7; DAX1 inh-2: 0.0; GAA850 FXN act: 3.9

At a glance, part of the list above.
What do the screens show for `CN(CC(=O)Nc1ccc(F)cc1)C(=O)COC(=O)CNC(=O)c1ccc(Cl)cc1Cl`?
hcDAF-12 act: -0.2; GC-A act: 2.3; HGIII-sPLA2 inh: -1.1; NPR2 activator: -4.6; DAX1 inh-1: 0.9; SMARCA2 act: 1.8; ssDAF12 agonist: -0.8; hgDAF12 agonist: 3.6; ADAM10 inh: -1.1; DAX1 inh-2: 0.0; GAA850 FXN act: 0.4

How did Cc1cccc(-c2cnc(C(O)Cc3ccccc3)[nH]2)c1 (stereo not given) do in these assays?
hcDAF-12 act: -0.3; GC-A act: -1.8; HGIII-sPLA2 inh: -0.6; NPR2 activator: -2.5; SMARCA2 act: 2.2; ssDAF12 agonist: -1.2; hgDAF12 agonist: 5.9; ADAM10 inh: -10.2; DAX1 inh-2: 1.5; GAA850 FXN act: 1.6

What do the screens show for `C[C@@H]1CN([C@H](C)CO)C(=O)c2cc(C#CC3CC3)cnc2O[C@H]1CN(C)S(C)(=O)=O`?
hcDAF-12 act: -0.2; GC-A act: 0.1; HGIII-sPLA2 inh: -5.7; NPR2 activator: 2.6; DAX1 inh-1: 2.1; SMARCA2 act: -3.3; ssDAF12 agonist: -1.4; hgDAF12 agonist: -0.2; ADAM10 inh: -3.2; DAX1 inh-2: 1.3; GAA850 FXN act: -0.1
